ADAM10 inh: human ADAM10 inhibitors, primary screen, biochemical, QFRET, HTS. Disintegrin and metalloproteinase domain-containing protein 10 (Homo sapiens), O14672. AID 720582, 2013. 0.62% of 370,000 active. inhibition, % at 7 µM. recombinant ADAM10, EDANS/DABCYL FRET peptide cleavage, 3 h;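 active = inhibition above a per-campaign cutoff equal to the mean of compounds falling between control-based bounds plus 3 SD, cut at about 20% in these data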;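 note: 0% = DMSO wells while the 100% control is not disclosed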
Target sequence (O14672 214-748 limits assumed): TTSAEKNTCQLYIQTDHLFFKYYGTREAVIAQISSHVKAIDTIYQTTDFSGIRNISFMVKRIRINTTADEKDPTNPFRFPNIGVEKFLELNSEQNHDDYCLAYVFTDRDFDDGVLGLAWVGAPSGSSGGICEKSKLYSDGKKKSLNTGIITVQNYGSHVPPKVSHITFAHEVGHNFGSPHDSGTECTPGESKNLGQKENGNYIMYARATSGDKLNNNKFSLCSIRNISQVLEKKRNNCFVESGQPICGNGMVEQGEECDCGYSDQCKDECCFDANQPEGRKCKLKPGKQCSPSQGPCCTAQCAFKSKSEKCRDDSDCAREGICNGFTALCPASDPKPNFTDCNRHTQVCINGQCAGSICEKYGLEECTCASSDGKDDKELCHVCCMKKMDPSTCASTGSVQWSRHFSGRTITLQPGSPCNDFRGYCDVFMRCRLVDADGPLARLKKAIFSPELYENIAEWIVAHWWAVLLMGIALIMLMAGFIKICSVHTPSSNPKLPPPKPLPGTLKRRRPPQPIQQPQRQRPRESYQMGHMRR
hcDAF-12 act: H. contortus DAF-12 nuclear receptor activators, primary screen, cell-based, luminescence, HEK293, lit1-tk-luc reporter; HEK293 hcDAF-12 lit1-tk-luc reporter; 0% DMSO, 100% Δ7-dafachronic acid; activation, % at 6.8 µM; 1.4% of 370,000 active; AID 652067, 2013;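 active = activation above the mean of all tested compounds plus 3 SD, cut at about 5.5% in these data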;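 note: 100% = response to 3 µM Δ7-dafachronic acid high control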
FXN GAA850 act: FXN promoter activators, primary screen, cell-based, luciferase luminescence, HEK293 lucGAA850 | HEK293 lucGAA850 FXN promoter luciferase reporter, 24 h; percent of 10 µM SAHA response | activation, % at 6 µM | 0.56% of 360,000 active | AID 540364, 2011;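 active = activation above the average of all compounds screened plus 3 SD, cutoff fixed separately per campaign, cut at about 7.5% in these data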;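 note: 0% = DMSO wells and 100% = 10 µM SAHA wells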
SMARCA2 activ: SMARCA2 (BRM) function activators, primary screen, cell-based, luminescence, high throughput; 1% of 370,000 active; activation, % at 9.1 µM; MG213 cells, MMTV-luciferase reporter, dexamethasone, overnight; in the data active = activation above about 7.8%;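 note: 0% = vehicle wells and 100% = reference activator wells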
DAX1 inh-1: DAX1 (NR0B1) inhibitors on StAR promoter, primary screen, cell-based, luminescence, SF-1 (NR5A1), full-length DAX-1; HEK293T StAR-luciferase reporter, SF-1/DAX-1 repression relief; inhibition, % at 6.8 µM; 1.1% of 370,000 active; AID 652010, 2013;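 active = inhibition above the mean over all tested compounds plus 3 SD, cut at about 3.6% in these data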;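 note: 0% = DAX-1 cells with DMSO and 100% = cells lacking DAX-1 with DMSO; higher inhibition means more luminescence from relief of DAX-1 repression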
DAX1 inh-2: DAX1 (NR0B1) inhibitors, primary screen, cell-based, HEK293, Gal4-DAX1, luciferase luminescence; 0.99% of 340,000 active; HEK293 Gal4-DAX1 luciferase reporter; inhibition, % at 6.75 µM; AID 504766, 2011;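 active = inhibition above the mean over all tested compounds plus 3 SD, cut at about 4.2% in these data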;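 note: 0% = DAX1-transfected cells with DMSO and 100% = empty-vector control cells with DMSO; inhibition shows as a rise in luminescence from relieved DAX1 repression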
sPLA2-III inh: human group III sPLA2 inhibitors, primary screen, biochemical, QFRET, BODIPY PC-A2 liposome substrate; 0.56% of 370,000 active; AID 743126, 2013; QFRET BODIPY PC-A2 liposome hydrolysis, fluorescence; Group 3 secretory phospholipase A2 (Homo sapiens), Q9NZ20; inhibition, % at 12.2 µM;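 active = inhibition above mean plus 3 SD of compounds lying within the high and low control bounds, cut at about 19% in these data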;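 note: 0% = median of test compound wells and 100% = no enzyme DMSO wells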
Target sequence (Q9NZ20 whole entry, looked up): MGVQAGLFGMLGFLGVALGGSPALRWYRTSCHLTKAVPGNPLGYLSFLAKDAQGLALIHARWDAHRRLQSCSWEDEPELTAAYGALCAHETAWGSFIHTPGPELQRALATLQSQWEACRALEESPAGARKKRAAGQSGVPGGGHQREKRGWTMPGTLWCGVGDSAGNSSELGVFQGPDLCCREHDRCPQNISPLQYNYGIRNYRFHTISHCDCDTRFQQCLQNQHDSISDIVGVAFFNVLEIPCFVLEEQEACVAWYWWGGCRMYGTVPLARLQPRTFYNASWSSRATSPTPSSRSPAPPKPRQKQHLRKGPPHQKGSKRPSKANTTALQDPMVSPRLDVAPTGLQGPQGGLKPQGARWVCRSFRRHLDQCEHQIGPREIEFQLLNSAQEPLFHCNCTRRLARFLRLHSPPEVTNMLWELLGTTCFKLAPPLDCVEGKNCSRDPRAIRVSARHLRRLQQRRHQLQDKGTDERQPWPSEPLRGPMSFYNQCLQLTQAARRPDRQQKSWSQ
ssDAF-12 act: S. stercoralis DAF-12 nuclear receptor activators, primary screen, cell-based, luminescence, HEK293, GRIP1 co-expression, lit1-tk-luc. Nuclear hormone receptor DAF-12 (Strongyloides stercoralis). HEK293 ssDAF-12/GRIP1 lit1-tk-luc reporter; % of 3 µM dafachronic acid response. activation, % at 6.8 µM. 1% of 370,000 active;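 active = activation above the mean over all tested compounds plus 3 SD, cut at about 0.9% in these data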;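 note: 0% = DMSO-only wells and 100% = 3 µM delta7-dafachronic acid wells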
hgDAF-12 ag: H. glycines DAF-12 receptor agonists, primary screen, cell-based, luminescence, HEK293, GAL4 fusion, UAS-luciferase. 1.8% of 370,000 active. HEK293 GAL4-hgDAF12 UAS-luciferase reporter, agonist luminescence; normalized to butyrate control. Nuclear hormone receptor DAF-12 (Heterodera glycines), GAL4 fusion. activation, % at 6.8 µM;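 active = activation above a cutoff set at the mean of all screened compounds plus 3 SD, cut at about 10% in these data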;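 note: 0% = DMSO wells and 100% = sodium butyrate wells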
NPR2 activator: human GC-B receptor activators, primary screen, HEK293 GC-B cells, cGMP TR-FRET, EC30 CNP. 0% at EC30 CNP, 100% saturating CNP. Atrial natriuretic peptide receptor 2 (Homo sapiens), P20594. 0.11% of 370,000 active. AID 1920062, 2024. activation, % at 10 µM;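 active = activation at 10 µM reaching about 35% in either raw or pattern-adjusted values, limit read from the data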
GC-A act: GC-A stimulated cGMP production enhancers – HEK293 GC-A cells, cGMP TR-FRET, EC30 ANP, primary screen; Atrial natriuretic peptide receptor 1 (Homo sapiens), P16066; 0% at EC30 ANP, 100% saturating ANP; activation, % at 10 µM; 0.14% of 370,000 active; AID 1671463, 2021; in the data active = activation above about 40%
Active calls of the source: *; x = not tested or not shown.

entry	structure	ADAM10 inh	hcDAF-12 act	FXN GAA850 act	SMARCA2 activ	DAX1 inh-1	DAX1 inh-2
1	C#CC1(NC(=O)NC(C)(C)C)CCCCC1	-1	2.8	1.4	-2	-0.3	-0.3
2	Cc1nn(C)cc1S(=O)(=O)NCc1ccc2c(c1)OCO2	-5	-1.2	0.8	-1	0.5	1.4
3	COc1ccc(/C=C\c2nc(O)c([N+](=O)[O-])c(=O)[nH]2)cc1O	3	0.0	0.1	-2	0.4	-0.1
4	Cc1cccc(C(=O)OCC(=O)N(CC(C)C)c2c(N)n(Cc3ccccc3)c(=O)[nH]c2=O)c1O	-4	-0.2	-0.6	2	0.0	1.0
5	O=C(CSc1ccccc1C(=O)O)NCc1ccccc1	-2	-1.0	-0.2	-1	-0.8	0.5
6	CC(=O)c1cccc(S(=O)(=O)N2CCCC(c3nc4c(nnn4Cc4ccccc4Cl)c(=O)[nH]3)C2)c1 (centres undefined)	18	-0.5	0.5	-3	-0.3	1.6
7	CC(=O)c1cccc(-c2ccnc3c2CC(C(=O)NC(C)C)O3)c1 (centres undefined)	-12	-1.2	-0.2	-1	-0.5	x
8	COc1ccc(CC(=O)NCc2ccccc2)cc1S(=O)(=O)N1CCOCC1	-10	0.7	-1.0	3	-0.2	1.7
9	CC1(C)CC(=O)C2=C(C1)N(c1cccc(Cl)c1)C(=O)NC2(C(F)(F)F)C(F)(F)F	-9	-2.2	-4.0	-3	-0.1	-0.4
10	COC(=O)c1sc(C(C)(C)C)cc1CS(=O)(=O)c1ccc(Cl)cc1	7	-2.2	-2.8	-1	-0.1	0.7
11	O=C(CSc1nnc2ccccn12)NNC(=O)c1ccc([N+](=O)[O-])cc1	-2	-1.5	2.2	-2	-0.6	1.5
12	O=C(CSc1nnc(-c2cccnc2)n1-c1ccc(Cl)cc1)c1ccc2ccccc2c1	-1	-1.9	x	1	0.1	x

entry	sPLA2-III inh	ssDAF-12 act	hgDAF-12 ag	NPR2 activator	GC-A act
1	1	-1.8	2.8	-3	-2
2	3	-0.6	1.7	-2	2
3	-2	-0.9	-0.6	2	0
4	-3	-0.1	-0.6	-1	-1
5	7	-2.1	-2.9	2	-1
6	-22	-1.2	-0.7	-2	3
7	3	-1.0	-2.2	-2	4
8	-2	-1.6	3.0	1	1
9	12	-1.3	-4.3	2	-2
10	-5	-1.3	0.1	-11	-14
11	3	-0.5	-0.3	3	1
12	-11	-1.1	1.4	-7	-1

(cont.)
entry	structure	ADAM10 inh	hcDAF-12 act	FXN GAA850 act	SMARCA2 activ	DAX1 inh-1	DAX1 inh-2
13	CCN(CC(=O)Nc1ccccc1Br)C1CCCCC1	-4	-0.9	1.0	3	-1.7	0.0
14	CCOC(=O)CCC(=O)Nc1ccc(S(=O)(=O)N2CCC(C)CC2)cc1	5	-0.1	-0.6	1	0.4	-0.4
15	Cc1ccccc1C(=O)Nc1cc(S(=O)(=O)N2CCOCC2)ccc1N1CCN(C)CC1	-11	-0.8	0.2	-2	-2.3	1.5
16	COc1ccc(Nc2cc(C(=O)NCCCN3CCN(C)CC3)c3ccccc3n2)c(OC)c1	3	-1.3	0.3	-3	-0.9	-0.7
17	O=C(NCCCN1CCCCCC1)C1CC(=O)N(C2CCCC2)C1 (centres undefined)	-3	-0.9	-0.5	-1	0.0	-0.1
18	CCSc1nc(-c2ccc(OC)cc2)cc(-c2ccc(OC)cc2)c1C#N	-13	-0.5	1.2	-4	0.1	-0.5
19	O=C(CCCn1c(SCC(=O)c2ccc(F)cc2)nc2ccccc2c1=O)NCc1ccco1	-4	-1.6	-0.2	-2	-1.0	-0.5
20	Cc1nn(CC(=O)N2CCC(N3CCCCC3)CC2)c(=O)c2c1sc1ccccc12	-24	0.0	2.7	-1	0.1	0.0
21	O=C(O)CC1(Cc2nc(-c3cccs3)no2)CCCC1	2	1.8	0.5	-1	0.6	0.3
22	COc1ccc(N2C(=O)CCC(C(=O)NCCN3CCOCC3)C2c2ccc(OC)c(OC)c2)cc1 (centres undefined)	9	0.1	-0.1	-2	0.9	-0.2
23	C=CCOc1c2ccc(C(=O)N(CC)c3ccc(OC)cc3)cc2nn1C	-288	-2.1	-0.5	1	-0.2	0.6
24	CCN(CC)S(=O)(=O)c1cccc(-c2nnc(SCC(N)=O)n2N)c1	-11	-1.8	0.5	-2	0.2	1.8

entry	sPLA2-III inh	ssDAF-12 act	hgDAF-12 ag	NPR2 activator	GC-A act
13	2	-0.6	1.3	0	4
14	-10	-0.8	-0.8	2	-2
15	10	-0.8	-1.7	-1	0
16	0	0.0	-1.7	-1	3
17	2	-2.0	1.5	3	-4
18	9	-1.2	-1.1	3	-1
19	-14	-0.7	-0.5	-4	-2
20	0	-0.7	2.1	0	-2
21	2	-0.5	4.7	-1	-3
22	3	-0.6	-1.5	-1	1
23	-5	-1.5	-1.1	-6	1
24	3	0.6	4.7	-1	2

Continued.
entry	structure	ADAM10 inh	hcDAF-12 act	FXN GAA850 act	SMARCA2 activ	DAX1 inh-1	DAX1 inh-2
25	COc1ccc(N2C(=O)c3ccccc3NC2c2ccc(OC)c(CN3CCOCC3)c2)cc1 (centres undefined)	-88	1.9	3.3	4	1.3	3.5
26	CCOC(=O)N1CCN(C(=O)C2CCN(CC3CCCCC3)CC2)CC1	1	-2.1	1.5	3	0.4	-0.8
27	COC(=O)CCNCCSc1nnc(-c2ccco2)n1Cc1ccccc1	0	0.0	0.8	0	0.2	-0.5
28	O=[N+]([O-])c1cccc(S(=O)(=O)N2CCN(S(=O)(=O)N3CCOCC3)CC2)c1	6	-0.8	-0.3	-1	0.3	-1.0
29	Cc1ccccc1S(=O)(=O)NC(=O)C1(C)CCN1C(=O)C1(c2ccccc2)CCCC1 (centres undefined)	-1	-1.2	0.2	1	0.9	x
30	Cc1cc([N+](=O)[O-])nn1CCCC(=O)Nc1c(C)n(C)n(-c2ccccc2)c1=O	10	0.3	2.1	0	0.5	-1.8
31	CN(C)c1ccc(C(C(=O)NCc2ccccc2)N(Cc2cccnc2)C(=O)c2snc(C(N)=O)c2N)cc1 (centres undefined)	-9	-2.5	-8.5	2	-1.0	-2.8
32	CCCCn1c(N)c(N(CCOC)C(=O)CSCC(=O)Nc2cccc(C)c2)c(=O)[nH]c1=O	-15	-1.5	2.1	0	0.9	0.2
33	Cn1c(=O)c2c(ncn2Cc2ccc(O)c([N+](=O)[O-])c2)n(C)c1=O	3	-0.1	x	-1	-1.7	x
34	COC(=O)[C@@]1(C(C)C)N=C(c2cc(OC)c(OC)c(OC)c2)[C@]2(O1)C(=O)N(C)c1ccc(Cl)cc12	-2	-1.6	x	-2	0.7	x
35	Cn1nc(C(C)(C)C)cc1C(=O)O	-3	-2.3	-0.2	-1	0.5	2.2
36	O=C(Cn1cnc2c(nnn2Cc2ccccc2)c1=O)c1ccc(Cl)cc1	-4	0.4	0.3	-3	1.3	0.1

entry	sPLA2-III inh	ssDAF-12 act	hgDAF-12 ag	NPR2 activator	GC-A act
25	5	-0.6	5.3	-8	-6
26	-1	-1.6	-3.0	4	2
27	5	-1.3	-0.7	-1	1
28	-1	-0.7	-0.4	3	2
29	-11	-0.2	-1.3	0	-1
30	2	-1.1	1.0	-5	3
31	1	-0.7	-3.6	3	-2
32	0	-0.3	-0.3	8	0
33	1	-1.5	0.3	-4	-2
34	0	-0.9	-1.4	-14	-15
35	2	-0.7	2.7	3	4
36	-27	-1.6	-0.2	2	3

Part of the list above, screen by screen:
(1) C#CC1(NC(=O)NC(C)(C)C)CCCCC1
(2) Cc1nn(C)cc1S(=O)(=O)NCc1ccc2c(c1)OCO2
(3) COc1ccc(/C=C\c2nc(O)c([N+](=O)[O-])c(=O)[nH]2)cc1O
(4) Cc1cccc(C(=O)OCC(=O)N(CC(C)C)c2c(N)n(Cc3ccccc3)c(=O)[nH]c2=O)c1O
(5) O=C(CSc1ccccc1C(=O)O)NCc1ccccc1
(6) CC(=O)c1cccc(S(=O)(=O)N2CCCC(c3nc4c(nnn4Cc4ccccc4Cl)c(=O)[nH]3)C2)c1 (centres undefined)
(7) CC(=O)c1cccc(-c2ccnc3c2CC(C(=O)NC(C)C)O3)c1 (centres undefined)
(8) COc1ccc(CC(=O)NCc2ccccc2)cc1S(=O)(=O)N1CCOCC1
(9) CC1(C)CC(=O)C2=C(C1)N(c1cccc(Cl)c1)C(=O)NC2(C(F)(F)F)C(F)(F)F

screen / no. | 1 | 2 | 3 | 4 | 5 | 6 | 7 | 8 | 9
ADAM10 inh | -1 | -5 | 3 | -4 | -2 | 18 | -12 | -10 | -9
hcDAF-12 act | 2.8 | -1.2 | 0.0 | -0.2 | -1.0 | -0.5 | -1.2 | 0.7 | -2.2
FXN GAA850 act | 1.4 | 0.8 | 0.1 | -0.6 | -0.2 | 0.5 | -0.2 | -1.0 | -4.0
SMARCA2 activ | -2 | -1 | -2 | 2 | -1 | -3 | -1 | 3 | -3
DAX1 inh-1 | -0.3 | 0.5 | 0.4 | 0.0 | -0.8 | -0.3 | -0.5 | -0.2 | -0.1
DAX1 inh-2 | -0.3 | 1.4 | -0.1 | 1.0 | 0.5 | 1.6 | x | 1.7 | -0.4
sPLA2-III inh | 1 | 3 | -2 | -3 | 7 | -22 | 3 | -2 | 12
ssDAF-12 act | -1.8 | -0.6 | -0.9 | -0.1 | -2.1 | -1.2 | -1.0 | -1.6 | -1.3
hgDAF-12 ag | 2.8 | 1.7 | -0.6 | -0.6 | -2.9 | -0.7 | -2.2 | 3.0 | -4.3
NPR2 activator | -3 | -2 | 2 | -1 | 2 | -2 | -2 | 1 | 2
GC-A act | -2 | 2 | 0 | -1 | -1 | 3 | 4 | 1 | -2

Source: PubChem BioAssay (several laboratories)
